Screens as filed in PubChem BioAssay.
OPRM1-OPRD1 inv: inverse agonists of MOR-DOR heterodimerization, primary screen, cell-based, luminescence; inhibition, % at 9.3 µM; Mu-type opioid receptor (Homo sapiens) + Delta-type opioid receptor (Homo sapiens), …; hit rate 0.21% among 340,000; cell-based MOR-DOR heterodimer luminescence, inverse agonism; AID 504357, 2011; in the data active = inhibition above about 22%, passing the limit was not always enough;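 note: 0% = cells with DMSO and 100% = wells without cells with DMSO; values of inactives mirror those of a sister screen read the other way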
Tat transport: E. coli Tat export inhibitors, primary screen, MC4100, TorA-mCherry reporter, fluorescence, single point; inhibition, % at 10 µM; hit rate 0.036% among 340,000; AID 488895, 2010;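 active = mean replicate inhibition at least 50% and at least half of replicates individually reaching 50%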;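 note: exported cargo escapes ClpAP degradation while cytoplasmic cargo is degraded and loses fluorescence; 0% = median of neutral control wells and 100% = median of NaSCN control wells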
SUMO Mot1 rescue: yeast Mot1-301 growth rescue at high temperature, primary screen, SUMOylation pathway inhibitor project, S. cerevisiae, ATP luminescence, 38.5C. S. cerevisiae Mot1-301 growth rescue; percent above DMSO median, 100 means doubled. hit rate 1% among 320,000. growth rescue, % at 18.8 µM;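 active = every valid replicate shows activation above 250% relative to neutral control wells; inactive = the rest, any valid replicate at or below 250%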;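 note: OY570 slx delta 5 strain wells were the positive control but not used for scaling; some compounds called inactive have numbers as strong as hits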
PfHsp90 set2: growth inhibition of PfHsp90-expressing yeast, primary screen, antimalarial PfHsp90 inhibitor project, S. cerevisiae, BacTiter-Glo luminescence, single point, set 2; BacTiter-Glo ATP, 48 h; yeast lacking PDR1 and PDR3 efflux regulators; inhibition, % at 9.4 µM; hit rate 0.32% among 310,000; AID 504621, 2011;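 active = every replicate shows inhibition above about 80%, whatever the replicate mean, limit read from the data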;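 note: 0% = DMSO neutral controls and 100% = 20 µM radicicol positive controls; yeast relying on Plasmodium falciparum Hsp90 in place of its own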
HTR5A inv ctr: HTR5A inverse agonists in luminescence cell assay, primary screen, counter-screen for OPRM1-OPRD1 heterodimer inverse agonist project, full-deck HTS | 5-hydroxytryptamine receptor 5A (Homo sapiens), P47898 | HTR5A cell line, inverse agonism | inhibition, % at 9.3 µM | hit rate 0.083% among 340,000 | AID 504634, 2011; in the data active = inhibition mostly above about 23%, no sharp cut-off; inactive = mostly below about 18%;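 note: 0% = cells with DMSO and 100% = no-cell wells with DMSO; some compounds called inactive have numbers as strong as hits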
Target sequence (P47898 whole entry, looked up): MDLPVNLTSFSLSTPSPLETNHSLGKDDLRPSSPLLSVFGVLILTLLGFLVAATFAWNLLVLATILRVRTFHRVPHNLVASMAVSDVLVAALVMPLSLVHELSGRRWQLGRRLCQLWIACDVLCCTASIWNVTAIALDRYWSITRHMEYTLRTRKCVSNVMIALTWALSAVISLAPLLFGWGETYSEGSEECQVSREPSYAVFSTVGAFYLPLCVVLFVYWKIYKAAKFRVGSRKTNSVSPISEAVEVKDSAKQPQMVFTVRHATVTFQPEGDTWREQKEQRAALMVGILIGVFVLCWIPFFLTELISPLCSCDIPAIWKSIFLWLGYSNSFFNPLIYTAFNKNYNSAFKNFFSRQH
phage Ecoli inh: growth loss of phage-infected E. coli, primary screen, RecBCD inhibitor project, absorbance, with phage, HTS | inhibition, % at 11.9 µM | hit rate 0.26% among 360,000; in the data active = inhibition above about 11%
PKA-R2B act: activators of PKA-R2B holoenzyme, primary screen, biochemical, fluorescence polarization, Cy5-IP20, human; cAMP-dependent protein kinase catalytic subunit beta (Homo sapiens) + cAMP-dependent …; PKA-R2B holoenzyme dissociation; R2B truncated from residue 108, S112A mutant; 0% DMSO only, 100% 113 µM cGMP; activation, % at 11.4 µM; hit rate 0.079% among 340,000;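 active = activation above a cutoff set at the mean over all compounds plus 3 SD, cut at about 18% in these data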;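 note: higher means more holoenzyme dissociation and a rise in polarization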
Target sequence (P31323 whole entry, looked up, other chains not shown, the tested form may be a part): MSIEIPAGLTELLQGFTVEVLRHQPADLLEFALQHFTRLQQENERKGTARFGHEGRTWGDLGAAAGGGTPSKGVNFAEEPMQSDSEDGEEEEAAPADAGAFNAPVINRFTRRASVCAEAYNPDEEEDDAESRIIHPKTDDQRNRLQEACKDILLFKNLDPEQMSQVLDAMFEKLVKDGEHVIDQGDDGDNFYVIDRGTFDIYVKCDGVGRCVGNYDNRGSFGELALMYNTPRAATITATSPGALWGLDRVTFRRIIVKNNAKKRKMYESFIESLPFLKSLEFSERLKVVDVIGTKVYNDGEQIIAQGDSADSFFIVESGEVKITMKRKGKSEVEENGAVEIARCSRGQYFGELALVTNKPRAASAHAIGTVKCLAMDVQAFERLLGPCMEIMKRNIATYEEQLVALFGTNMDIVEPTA
MOR-DOR ag: agonists of OPRM1-OPRD1 heterodimerization, primary screen, cell-based, luminescence; activation, % at 9.3 µM; hit rate 0.3% among 340,000; cells; in the data active = activation above about 18%;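 note: 0% = vehicle-treated cells and 100% = reference agonist; values of inactives mirror those of a sister screen read the other way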
AddAB inh: growth inhibition of E. coli expressing H. pylori AddAB, primary screen, AddAB inhibitor project, absorbance | inhibition, % at 11.9 µM | hit rate 0.29% among 330,000; in the data active = inhibition above about 12%;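 note: 0% = vehicle wells of infected cells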
PKA-R1A activ: activators of PKA-R1A holoenzyme, primary screen, biochemical, fluorescence polarization, Cy5-IP20, bovine R1A, mouse PKAc | cAMP-dependent protein kinase type I-alpha regulatory subunit (Bos taurus) + … | PKA-R1A dissociation; scaled: DMSO 0%, 113 µM cGMP 100% | activation, % at 11.4 µM | hit rate 0.083% among 340,000 | AID 504707, 2011;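 active = percent activation above the mean of all tested compounds plus 3 SD, cut at about 19% in these data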;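 note: higher means more PKAc released from R1A so a rise in polarization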
E coli growth: E. coli V3065 growth inhibition, primary screen, counter-screen for AddAB inhibitor project, absorbance, OD600 | 18 h | hit rate 0.27% among 330,000 | AID 449728, 2010 | inhibition, % at 11.9 µM;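 active = inhibition above the campaign's mean inhibition across all tested compounds plus 3 SD, cut at about 9.9% in these data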;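 note: uninfected addAB+ strain grown without phage in ampicillin broth; 0% = DMSO wells and 100% = ciprofloxacin 0.95 µg/ml wells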
* hit, by the source's call; / = no result given.

SMILES,OPRM1-OPRD1 inv,Tat transport,SUMO Mot1 rescue,PfHsp90 set2,HTR5A inv ctr,phage Ecoli inh,PKA-R2B act,MOR-DOR ag,AddAB inh,PKA-R1A activ,E coli growth
Cn1c(Cn2c(=O)sc3ccccc32)nnc1SCC(=O)Nc1cccc(F)c1,6,-2,58,/,9,1.7,4,-1.1,3.3,-3,-0.9
CCOC(=O)NC(=O)CN1C(=O)NC(C)(c2ccccc2)C1=O (stereo not given),-9,14,20,/,2,2.8,-7,1.5,-2.0,1,-1.1
O=C(CCC(=O)Nc1ccccc1Cl)N/N=C/c1ccccc1,10,-3,-5,-18,20,1.5,-5,-2.2,3.3,-1,-0.5
COc1ccc(-c2cc(C(F)F)n3ncc(C(=O)N4CCN(C)CC4)c3n2)cc1,16,-5,3,-20,-33,1.9,7,-2.7,2.4,2,-1.4
CC1(C)C2CC=C(/C=N/NC(=O)c3ccc(O)cc3)C1C2 (stereo not given),-10,-10,-2,2,7,5.6,-9,1.4,1.4,-2,-2.7
COc1ccc(NC(=O)CN(C)C(=O)CNC(=O)C2CCCCC2)cc1,17,4,-3,1,-21,3.9,-5,-3.4,-0.3,-7,2.2
COc1ccc(C(=O)CSc2nc3[nH]ncc3c(=O)[nH]2)cc1,4,8,-11,/,7,3.9,0,-0.6,2.3,2,0.9
O=C(Nc1ccc(F)cc1F)N1CCN(C/C=C/c2ccccc2)CC1,10,-12,-7,-5,6,2.7,0,-1.8,1.0,6,-0.3
COc1cc2nc(NC(=O)c3ccco3)sc(=O)c2cc1OC,19,-1,-8,7,2,5.1,-5,-3.8,1.8,0,1.0
COC(=O)c1sc2nc(CN3CCN(c4ccc(OC)cc4)CC3)[nH]c(=O)c2c1C,5,-4,-4,7,5,1.8,5,-1.1,4.1,-9,9.4
COc1ccc(CNC(=S)Nc2cc(OC)ccc2OC)cc1,2,-8,9,-25,-18,1.5,-8,-0.5,1.1,-3,-0.5
CCC(C)(C)NC(=O)CN(C(=O)C(=O)Nc1ccc2c(c1)OCCO2)C1CC1,3,5,9,9,-1,2.0,4,-0.4,1.0,-6,-0.6
Cc1ccc(NC(=S)NC(=O)c2ccc(-c3ccccc3)cc2)cc1,-2,-14,-18,-17,10,0.9,-3,0.4,2.7,-2,-1.6
CCC(=O)Nc1c2c(nn1-c1ccc(OC)cc1)CS(=O)C2 (stereo not given),-10,4,148,-11,15,2.2,4,2.0,0.4,-7,-0.4
CC(C)c1ccc(OCCCN2CCCC2)cc1,15,-11,11,17,-2,1.1,6,-3.1,-2.4,5,1.6
Cc1ccnc(NC(=O)c2ccc([N+](=O)[O-])o2)c1,-74,-10,-39,-24,-11,13*,-2,13,27*,-1,33*
CC(=O)OC1=Cc2c(ccc3ccc(=O)oc23)OC1(C)C,20,-1,-17,-5,7,0.6,-3,-4.0,1.8,-2,0.6
COc1cc(NC(=O)C23CC4CC(C2)CC(n2nnc(C)n2)(C4)C3)c(OC)cc1Cl,2,-4,-2,-60,5,3.9,-7,-0.3,-2.5,8,-0.6
Cc1coc(NC(=O)CSc2nc(-c3ccncc3)cc(C(F)(F)F)c2C#N)n1,12,3,-13,1,-4,2.6,7,-2.0,1.8,12,-0.2
O=C(Nc1cccc2c1C(=O)NC2=O)c1ccccc1[N+](=O)[O-],11,-9,1,1,0,1.1,-10,-2.2,-0.9,1,2.3
CCC(C)NC(=O)COCc1cc(-c2ccc3c(c2)OCO3)on1 (stereo not given),7,-2,2,-7,-27,3.9,-8,-1.3,-0.7,-1,1.4
COc1ccc(C(=O)NCCNc2ccc([N+](=O)[O-])cc2)cc1OC,19,6,6,-33,3,4.1,8,-3.7,0.3,4,-1.5
O=C1Nc2ccccc2C1(O)C/C(=N/O)c1ccccc1 (stereo not given),5,-3,193,7,8,2.6,-3,-0.9,4.7,-5,3.9
COC(Cn1c(C)c(C(C)=O)c(C(C)=O)c1C)OC,-2,-24,0,1,10,1.7,4,0.3,-2.7,7,1.4
COCCNC(=O)c1ccc(-n2c(SCc3ccncc3)nc3ccccc3c2=O)cc1,12,-11,-3,-8,0,-4.3,9,-2.6,3.1,6,-1.4
O=c1cc(-c2ccco2)nc(SCc2cccc(Cl)c2)[nH]1,-2,2,7,-5,-3,2.8,5,0.5,2.6,12,-0.6
CN(C(=O)c1cccc(C#N)c1)c1nnc(-c2ccncc2)s1,-2,-6,/,-5,2,0.9,-13,0.4,/,2,/
S=C1SCN(Cc2ccccc2)CN1Cc1ccccc1,1,-6,/,-18,7,-0.1,-7,-0.1,/,2,/
CCCn1c(O)c(N=NC(=O)CNC(=O)Cc2ccc(OC)cc2)c2ccccc21,11,1,92,-2,4,-2.0,-7,-2.1,2.4,-14,-0.2
O=C(c1cccs1)N1CCN=C1SCc1ccccc1F,8,-1,/,-8,-18,0.1,4,-1.8,1.3,-3,-1.9
O=C(Cn1cnc2sc3c(c2c1=O)CCCC3)NCC(=O)Nc1c(F)cccc1F,11,3,-6,3,-13,-0.2,-2,-2.2,1.9,-5,1.6
CCOC(=O)CN(c1cc([N+](=O)[O-])ccc1OC)S(C)(=O)=O,11,-9,7,1,3,4.9,2,-1.9,1.2,5,0.9
CN(Cc1ccc2c(c1)OCCO2)C(=O)CSc1ncnc2sccc12,15,-1,-4,/,-9,1.7,-12,-3.4,0.5,6,0.3
COc1ccc(NC(=O)/C(=C/c2ccc(OC(C)=O)c(OC)c2)NC(C)=O)cc1,15,11,-5,5,8,4.1,5,-2.8,0.3,-4,0.9
COc1ccc(NC(=O)CC2C(=O)N(c3ccc(Cl)cc3)C(=S)N2CCc2ccncc2)cc1 (stereo not given),-1,-7,4,13,13,/,-7,0.1,-0.1,-14,-1.2
COc1ccc(CCNC(=O)C2CCC(=O)N(C3CCCCCC3)C2)cc1 (stereo not given),-2,6,10,12,-9,0.4,-6,0.3,2.6,-8,0.9
O=C(NNS(=O)(=O)c1ccc([N+](=O)[O-])cc1)c1ccccc1,-9,-2,/,-13,11,2.8,-13,1.7,/,-7,/
CC(C)OC(=O)c1cc2c(ccn2C)n1CC(=O)N(Cc1ccccc1)c1ccccc1,-9,14,26,-25,18,0.1,1,1.5,1.6,-11,1.0
Cc1ccc(NC(=S)N(C)N)cc1Cl,-3,1,4,/,5,2.6,4,0.6,0.9,-1,-2.5
CC(=O)Oc1ccccc1/C=C/c1ccc2ccccc2[n+]1C,20,3,12,15,0,0.5,-8,-4.4,-0.3,-17,0.1

Ordered by formula weight (ascending): some entries from above
SMILES,OPRM1-OPRD1 inv,Tat transport,SUMO Mot1 rescue,PfHsp90 set2,HTR5A inv ctr,phage Ecoli inh,PKA-R2B act,MOR-DOR ag,AddAB inh,PKA-R1A activ,E coli growth
COc1ccc(CCNC(=O)C2CCC(=O)N(C3CCCCCC3)C2)cc1 (stereo not given),-2,6,10,12,-9,0.4,-6,0.3,2.6,-8,0.9
O=C(Cn1cnc2sc3c(c2c1=O)CCCC3)NCC(=O)Nc1c(F)cccc1F,11,3,-6,3,-13,-0.2,-2,-2.2,1.9,-5,1.6
COc1ccc(NC(=O)CC2C(=O)N(c3ccc(Cl)cc3)C(=S)N2CCc2ccncc2)cc1 (stereo not given),-1,-7,4,13,13,/,-7,0.1,-0.1,-14,-1.2

(cont.)
SMILES,OPRM1-OPRD1 inv,Tat transport,SUMO Mot1 rescue,PfHsp90 set2,HTR5A inv ctr,phage Ecoli inh,PKA-R2B act,MOR-DOR ag,AddAB inh,PKA-R1A activ,E coli growth
COc1ccc([N+](=O)[O-])cc1NC(=O)CCSCCc1ccccn1,18,-2,-14,13,-19,2.4,-5,-3.4,-2.2,-4,-0.9
CC(C)N(C(=O)[C@H]1C[C@H](CC(=O)NCCCN(C)C)C(=O)N2CCc3c([nH]c4ccc(Cl)cc34)[C@]12C)C(C)C,13,4,/,-9,2,0.5,-10,-2.7,-1.7,-8,1.1
CC1=CC2=NC(=O)CC(C)(C(=O)N(CC(=O)NC3CCCC3)Cc3ccccc3)N2C=C1 (stereo not given),19,2,0,7,1,1.7,-1,-3.5,3.6,-5,-0.2
O=C(COC(=O)CCC(=O)c1cccs1)NC(=O)c1ccc(OC(F)F)cc1,6,4,6,-15,10,2.1,0,-1.1,2.5,-6,0.9
CC(=O)N1CCc2cc(S(=O)(=O)CCC(=O)N3CCN(c4ccccc4F)CC3)ccc21,10,13,31,-11,12,1.9,-17,-2.0,3.0,-19,-1.8
O=C(c1cc(N2CCCCC2)nc2ccccc12)N1CCOCC1,4,-7,13,25,6,2.3,8,-0.7,-0.3,-12,-2.0
CN(C(=O)CN(C)S(=O)(=O)c1ccc(F)cc1)c1c(N)n(Cc2ccccc2)c(=O)[nH]c1=O,-30,3,-24,/,-19,-1.3,-3,4.6,2.4,10,-1.0
Cc1cc2cc(CNC(=O)c3ccc(Br)o3)ccc2n1C,5,4,-1,-10,-8,2.2,-10,-0.9,-4.5,-10,-0.3
COCC1CCCCC1OS(N)(=O)=O (stereo not given),12,-8,13,-13,-5,0.6,-1,-2.2,5.0,-4,-0.9
CN(C)/N=C1\C(=O)N(CN2CCN(c3ccccc3)CC2)c2ccccc21,0,-12,13,6,3,3.3,-5,-0.1,1.6,-7,-2.8
COc1cc(OC)c2c(-c3cccc(/C=C/c4ccc(F)cc4)c3)cc(=O)oc2c1,10,-5,/,11,1,/,1,-2.0,1.4,-2,0.7
N#CCCNS(=O)(=O)c1ccc(C(=O)OCC(=O)Nc2ccc3c(c2)OCO3)cc1,14,5,-18,/,-1,0.1,-7,-3.6,2.8,0,0.7

4 records picked at random from those above:
SMILES,OPRM1-OPRD1 inv,Tat transport,SUMO Mot1 rescue,PfHsp90 set2,HTR5A inv ctr,phage Ecoli inh,PKA-R2B act,MOR-DOR ag,AddAB inh,PKA-R1A activ,E coli growth
CN(C)/N=C1\C(=O)N(CN2CCN(c3ccccc3)CC2)c2ccccc21,0,-12,13,6,3,3.3,-5,-0.1,1.6,-7,-2.8
COCCNC(=O)c1ccc(-n2c(SCc3ccncc3)nc3ccccc3c2=O)cc1,12,-11,-3,-8,0,-4.3,9,-2.6,3.1,6,-1.4
CC(=O)N1CCc2cc(S(=O)(=O)CCC(=O)N3CCN(c4ccccc4F)CC3)ccc21,10,13,31,-11,12,1.9,-17,-2.0,3.0,-19,-1.8
O=C(Nc1cccc2c1C(=O)NC2=O)c1ccccc1[N+](=O)[O-],11,-9,1,1,0,1.1,-10,-2.2,-0.9,1,2.3
